# M1 antag = human M1 muscarinic receptor antagonists, primary screen, CHO-K1 cells, Fluo-8 calcium fluorescence, 1536-well. Muscarinic acetylcholine receptor M1 (Homo sapiens), P11229. CHO-K1 hM1, ACh EC80 antagonist. inhibition, % at 3 µM. actives 1.3% (n = 360,000);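 active means percent inhibition above its own plate's cutoff, namely the mean of that plate's compound wells plus 3 SD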;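 further: peak over basal fluorescence ratio during 140 s after agonist addition; 0% = ACh EC80 plus DMSO and 100% = DMSO alone without agonist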
# Target sequence (P11229 whole entry, looked up): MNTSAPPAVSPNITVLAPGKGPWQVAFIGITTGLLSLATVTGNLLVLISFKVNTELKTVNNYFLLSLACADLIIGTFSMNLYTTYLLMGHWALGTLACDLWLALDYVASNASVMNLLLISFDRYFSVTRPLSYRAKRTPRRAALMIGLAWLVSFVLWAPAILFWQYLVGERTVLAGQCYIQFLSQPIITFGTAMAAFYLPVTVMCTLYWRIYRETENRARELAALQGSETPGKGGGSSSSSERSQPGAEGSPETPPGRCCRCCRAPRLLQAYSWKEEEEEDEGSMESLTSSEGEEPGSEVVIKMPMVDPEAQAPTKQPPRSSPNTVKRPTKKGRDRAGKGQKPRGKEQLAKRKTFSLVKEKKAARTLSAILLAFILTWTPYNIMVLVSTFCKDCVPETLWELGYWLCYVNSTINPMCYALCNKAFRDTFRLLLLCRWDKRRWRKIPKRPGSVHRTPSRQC
# TAAR1 antag = human TAAR1 antagonists, primary screen, Fluo-8 calcium fluorescence, CHO RD-HGA16 cells. Trace amine-associated receptor 1 (Homo sapiens), Q96RJ0. antagonist. inhibition, % at 3 µM. actives 1.5% (n = 360,000);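 active means inhibition above a per-plate cutoff, the mean inhibition of test compounds on that plate plus 3 SD, cut at about 49% in these data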;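 further: 0% = DMSO plus EC80 beta-PEA response and 100% = DMSO alone without agonist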
# Target sequence (Q96RJ0 whole entry, looked up): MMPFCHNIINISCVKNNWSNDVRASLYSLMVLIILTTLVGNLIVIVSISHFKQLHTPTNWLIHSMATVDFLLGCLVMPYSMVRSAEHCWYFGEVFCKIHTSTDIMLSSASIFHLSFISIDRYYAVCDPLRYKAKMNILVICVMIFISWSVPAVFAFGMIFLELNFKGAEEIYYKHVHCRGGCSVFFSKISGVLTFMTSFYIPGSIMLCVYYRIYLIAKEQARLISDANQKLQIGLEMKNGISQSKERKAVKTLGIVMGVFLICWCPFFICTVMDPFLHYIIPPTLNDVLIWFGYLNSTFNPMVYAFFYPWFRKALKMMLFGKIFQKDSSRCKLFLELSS
#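 Assay system: RD-HGA16 CHO cells with stable hTAAR1 and Gα16 / Reagent: EC80 β-phenethylamine stimulus / Doses: 3 µM, single point / Timing: dye loading 75 min at 37 °C, then 30 min room temperature / Measured by: Fluo-8 intracellular calcium dye fluorescence, real-time kinetic reads / Controls: vehicle wells and EC80 agonist wells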
# CHRM1 PAM = human M1 muscarinic receptor positive allosteric modulators, primary screen, CHO-K1 cells, Fluo-8 calcium fluorescence, 1536-well. CHO-K1 hM1, ACh EC20; 0% = ACh EC20, 100% = maximal ACh. activation, % at 3 µM. actives 0.088% (n = 360,000); in the data active means activation above about 19%, passing the limit was not always enough
# CHO-K1 Ca ag = counter-screen for M1 agonists: effect in parental CHO-K1 cells; Fluo-8 calcium fluorescence; scaled to maximal ATP response, vehicle zero; activation, % at 3 µM; actives 0.48% (n = 360,000); AID 602248, 2012; in the data active means activation above about 15%;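 further: untransfected CHO-K1 host cells lacking M1 receptor as counterscreen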
# TAAR1 ag = human TAAR1 agonists, primary screen, Fluo-8 calcium fluorescence, CHO RD-HGA16 cells | vehicle wells 0%, saturating PEA agonist 100% | activation, % at 3 µM | actives 0.99% (n = 360,000) | AID 624467, 2012;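 active means activation above the mean activation of all test compounds in the run plus 3 SD, cut at about 38% in these data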
#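 test system = CHO RD-HGA16 cells carrying human TAAR1 plus Gα16 | schedule = 17-24 h seeding, 75 min 37 °C dye, 30 min RT | compound dosing = 3 µM single concentration | control set = DMSO and PEA EC100 | replicates = n 1 | signal = Fluo-8 fluorescence, 5 s baseline then 140 s kinetic read | measure = percent activation vs PEA EC100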
# M1 ag = human M1 muscarinic receptor agonists, primary screen, Fluo-8 calcium fluorescence, CHO-K1 cells, HTS; activation, % at 3 µM; actives 0.33% (n = 360,000); CHO-K1 hM1, agonist mode; 0% DMSO, 100% acetylcholine EC100; Muscarinic acetylcholine receptor M1 (Homo sapiens), P11229; AID 588814, 2011;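 active means activation above the run's mean compound activation plus 3 SD, cut at about 16% in these data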;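 further: peak over basal fluorescence ratio within a 140 s kinetic read after compound addition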
# CHO parental Ca = ATP-evoked calcium signal inhibitors, parental CHO, primary screen, counter-screen for OX1R antagonist project, cell-based, fluorescence, Fluo-8 calcium dye. parental CHO-K1, ATP-induced calcium, Fluo-8 fluorescence. inhibition, % at 5.6 µM. actives 0.63% (n = 330,000);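 active means inhibition above that plate's mean sample inhibition plus 3 SD, cut at about 26% in these data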;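 further: 0% = ATP-challenged DMSO wells and 100% = DMSO wells without ATP; some compounds past the cut are filed as inactive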
#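 Assay system: untransfected parental CHO cell line. Also added: ATP agonist challenge. Dosing: one dose, 5.6 µM nominal. Measured by: Fluo-8 fluorescence. Read-out: % inhibition. Benchmarks: ATP wells versus no-ATP DMSO wells. Repeats: no replicates.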
# CHO-K1 Ca PAM = nonselective calcium activators in parental CHO-K1 cells, primary screen, counter-screen for M1 PAM project, cell-based, Fluo-8 calcium fluorescence, full deck, 1536-well; ATP EC20; 0% at ATP EC20, 100% at ATP max; activation, % at 3 µM; actives 0.02% (n = 360,000);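 active means activation above the run cutoff, the mean activation of all test compounds plus 3 SD, cut at about 40% in these data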;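 further: peak over basal fluorescence ratio in a 140 s read after ATP addition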
# CHO-K1 Ca antag = nonselective inhibitor or artifact in parental CHO-K1 cells. ATP-induced calcium, Fluo-8 fluorescence. actives 0.6% (n = 360,000). inhibition, % at 3 µM;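 active means inhibition above a per-plate cutoff, the plate's mean sample inhibition plus 3 SD, cut at about 24% in these data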;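 further: 0% = DMSO plus EC80 ATP and 100% = DMSO alone without ATP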
# An asterisk follows results filed as active; · = not tested or not shown. Compounds as they come. Share with any hit: about 4.4%.
1. Cc1cccc(-c2nnc(NC(=O)c3ccc(N4C(=O)CCC4=O)cc3)s2)c1
2. CCOc1ccc(N(CC(=O)NC2CCCCCC2)S(=O)(=O)c2c(C)noc2C)cc1
3. CCS(=O)(=O)c1ccc(-c2csc(-c3ccccc3Cl)n2)c(Cl)c1Cl
4. CC1(C)CC(=O)c2sc(N3CCCCC3)nc2C1
5. O=C(O)c1ccccc1C(=O)Nc1ccc(Br)c(C(F)(F)F)c1
6. O=C(O)c1ccc(S(=O)(=O)NN=Cc2c[nH]c3ccccc23)cc1
7. CCC(=O)Nc1cc(C)c(NC(=O)CCc2ccccc2)cn1
8. COc1ccc([N+](=O)[O-])cc1NC(=O)C1(c2ccc(OC)c(OC)c2)CCOCC1
9. Cc1ccc(N2C(=O)C3NN=C(C(=O)OCc4ccccc4)C3C2=O)cc1 (stereo not drawn)
10. C=CCOC(=O)C1=C(C)NC(SCC(=O)Nc2nccs2)=C(C#N)C1c1cccs1 (stereo not drawn)
screen / no.	1	2	3	4	5	6	7	8	9	10
TAAR1 antag	-19	-34	-3	-1	-7	-33	0	-9	-1	53*
CHO-K1 Ca ag	0.7	0.3	1.1	0.4	0.8	0.4	0.6	0.6	0.9	0.0
CHO-K1 Ca antag	12	-5	-7	-8	-4	-10	-4	-16	-14	-4
CHO-K1 Ca PAM	-2	23	15	19	6	9	12	17	19	-3
CHRM1 PAM	2	6	2	7	4	7	2	16	10	3
TAAR1 ag	4	2	9	1	5	1	3	9	0	18
CHO parental Ca	1	-20	-10	-11	-11	·	-13	-27	-10	-12
M1 ag	5	-6	-3	-4	-3	1	-1	-9	3	-4
M1 antag	-13	-10	-7	-13	2	-7	0	-4	-10	-4

# Sorted by value in TAAR1 antag (falling): three of the compounds above
No. | Molecule | TAAR1 antag | CHRM1 PAM | M1 ag | M1 antag
7 | CCC(=O)Nc1cc(C)c(NC(=O)CCc2ccccc2)cn1 | 0 | 2 | -1 | 0
5 | O=C(O)c1ccccc1C(=O)Nc1ccc(Br)c(C(F)(F)F)c1 | -7 | 4 | -3 | 2
2 | CCOc1ccc(N(CC(=O)NC2CCCCCC2)S(=O)(=O)c2c(C)noc2C)cc1 | -34 | 6 | -6 | -10

# Following part.
11. Cc1cccc2c(C(=O)O)c3c(nc12)CCCCC3
12. Cc1cc(C)n(CC(=O)NC2CCCCC2C)c(=O)c1C#N (stereo not drawn)
13. O=C(NC1CC1)C1CCN(C2CCN(C(=O)c3ccc(C(F)(F)F)cc3)CC2)CC1
14. CC1CC(C)CN(C(=O)CCNS(=O)(=O)c2ccc3c(c2)CCC(=O)N3)C1 (stereo not drawn)
15. CSc1ccccc1NC(=S)NC1CCCC1
16. COc1cc(C2OCC3C(c4cc(OC)c(OC)c(OC)c4)OCC23)cc(OC)c1OC (stereo not drawn)
17. CC(C)CNc1ncnc2c1ncn2[C@H]1CN(Cc2cccc3ccccc23)C[C@@H](CO)O1
18. COc1ccc(C(=O)NC2(C(F)(F)F)NC(=O)N(CCCc3ccccc3)C2=O)c(OC)c1OC (stereo not drawn)
19. CC1=C(C(=O)O)CC(S(=O)(=O)O)C1(C)C (stereo not drawn)
20. Cc1ccc(C(c2nc3ccccc3[nH]2)n2c(-c3ccccc3)nc3ccccc32)cc1 (stereo not drawn)
screen / no.	11	12	13	14	15	16	17	18	19	20
TAAR1 antag	-13	-28	-19	-8	-8	-1	7	-2	-6	-20
CHO-K1 Ca ag	0.8	0.1	-0.5	0.3	1.1	1.4	1.5	5.1	1.0	0.1
CHO-K1 Ca antag	-10	8	4	-9	-11	-3	-13	-11	-16	-19
CHO-K1 Ca PAM	18	-16	-10	11	22	21	9	18	24	2
CHRM1 PAM	0	1	-5	10	14	8	3	-5	8	-5
TAAR1 ag	5	2	-1	0	-1	0	5	10	0	2
CHO parental Ca	5	-4	-11	-2	·	-14	·	-23	·	·
M1 ag	-4	-2	0	-7	-4	-1	0	-8	-4	-6
M1 antag	-2	-2	15	0	-17	-7	-10	1	-18	-8

21. COC(=O)c1ccc(C(=O)NC2CCCc3c2cnn3-c2ccc(C)c(C)c2)cc1 (stereo not drawn)
22. CCN(CC(=O)NC(=O)NCc1ccccc1)Cc1nc2ccccc2c(=O)[nH]1
23. COCCNC(=O)CN1C(=O)CSc2ncccc21
24. CC(/C=C/c1ccco1)=N\NC(=O)c1cccnc1
25. Cc1cc2c(cc(C(=O)OC(C)C(=O)NCc3ccc(F)cc3)n2C)o1 (stereo not drawn)
26. O=C(OCC(=O)c1ccc(Cl)s1)c1cncc(Br)c1
27. OC(CN1CCN(c2cccc(Cl)c2)CC1)c1ccccc1 (stereo not drawn)
28. CCOC(=O)CCCc1ccc(/C(C)=N/NC(=S)NC)cc1
29. O=C(COc1cccc([N+](=O)[O-])c1)N/N=C/c1ccco1
30. Fc1cc(Br)ccc1NC(=S)Nc1ccccc1
screen / no.	21	22	23	24	25	26	27	28	29	30
TAAR1 antag	-13	-23	-12	-9	0	12	-9	-5	3	24
CHO-K1 Ca ag	7.0	1.8	0.2	-0.3	0.8	0.1	0.8	0.6	-0.1	1.0
CHO-K1 Ca antag	-7	-14	-10	-3	-20	-1	6	-8	-7	-10
CHO-K1 Ca PAM	2	11	11	0	18	-11	-10	1	-2	20
CHRM1 PAM	-7	9	5	10	15	6	-14	-5	6	9
TAAR1 ag	-1	2	5	-2	15	-1	3	3	13	1
CHO parental Ca	-20	-1	-3	-3	·	-17	-10	-9	-2	3
M1 ag	-3	-5	0	2	-2	-5	-10	-3	-8	-3
M1 antag	-6	1	-12	-9	-11	-10	19	6	-9	-1

# 2 of the compounds above, with each value named:
29: O=C(COc1cccc([N+](=O)[O-])c1)N/N=C/c1ccco1
  TAAR1 antag = 3	CHO-K1 Ca ag = -0.1	CHO-K1 Ca antag = -7	CHO-K1 Ca PAM = -2	CHRM1 PAM = 6	TAAR1 ag = 13	CHO parental Ca = -2	M1 ag = -8	M1 antag = -9
30: Fc1cc(Br)ccc1NC(=S)Nc1ccccc1
  TAAR1 antag = 24	CHO-K1 Ca ag = 1.0	CHO-K1 Ca antag = -10	CHO-K1 Ca PAM = 20	CHRM1 PAM = 9	TAAR1 ag = 1	CHO parental Ca = 3	M1 ag = -3	M1 antag = -1

# Some of these compounds in order of formula weight, ascending.
27. OC(CN1CCN(c2cccc(Cl)c2)CC1)c1ccccc1 (stereo not drawn)
28. CCOC(=O)CCCc1ccc(/C(C)=N/NC(=S)NC)cc1
21. COC(=O)c1ccc(C(=O)NC2CCCc3c2cnn3-c2ccc(C)c(C)c2)cc1 (stereo not drawn)
screen / no.	27	28	21
TAAR1 antag	-9	-5	-13
CHO-K1 Ca ag	0.8	0.6	7.0
CHO-K1 Ca antag	6	-8	-7
CHO-K1 Ca PAM	-10	1	2
CHRM1 PAM	-14	-5	-7
TAAR1 ag	3	3	-1
CHO parental Ca	-10	-9	-20
M1 ag	-10	-3	-3
M1 antag	19	6	-6

# More structures
31. O=C(COc1ccc(Cl)cc1)NCc1nnc(SCC(=O)N2CCCCCC2)o1
32. [N-]=[N+]=CC(=O)CNC(=O)[C@@H](Cc1ccccc1)N1C(=O)c2ccccc2C1=O
33. Cc1c(Cl)cnc(NC(=O)COC(=O)c2ccc3ncsc3c2)c1Cl
34. Cc1cc(C)c(NC2=NS(=O)(=O)c3ccccc32)c(C)c1
35. O=C(Oc1ccc(OC(=O)c2ccco2)c(S(=O)(=O)c2ccc(Cl)cc2)c1)c1ccco1
36. C[C@H](CO)N1C[C@H](C)[C@@H](CN(C)CC2CCCCC2)Oc2c(NC(=O)Cc3ccccc3)cccc2C1=O
37. CCCCn1c(N)c(N(CC(C)C)C(=O)c2ccc(COc3ccccc3)o2)c(=O)[nH]c1=O
38. CC1CCN(C(=S)SCc2nc(N)nc(Nc3ccccc3)n2)CC1
39. Cc1ccc(C)c(SCC(=O)NCc2ccco2)c1
40. CC(Sc1nnc(NCc2ccccc2)s1)C(=O)Nc1ccc2c(c1)C(=O)c1ccccc1C2=O (stereo not drawn)
screen / no.	31	32	33	34	35	36	37	38	39	40
TAAR1 antag	6	2	0	11	26	-16	0	-2	-25	26
CHO-K1 Ca ag	2.0	0.6	1.1	0.8	0.0	-0.1	1.0	3.8	1.4	3.2
CHO-K1 Ca antag	-13	-14	-7	-23	12	1	-5	-7	2	22
CHO-K1 Ca PAM	22	20	24	3	-11	4	25	7	11	15
CHRM1 PAM	14	13	7	1	-1	8	4	1	-2	-11
TAAR1 ag	4	9	0	3	0	14	0	-1	16	4
CHO parental Ca	-20	-14	-17	-3	-10	-18	-12	-12	-10	-21
M1 ag	-9	2	-10	-2	-3	-6	-4	-2	-2	-1
M1 antag	-10	-41	-8	0	6	-11	-11	-2	8	11

41. CC(C)=CCCC(C)CN1CCC(n2nccc2NC(=O)c2cccnc2)CC1 (stereo not drawn)
42. CC(=O)COC(=O)C1CC(=O)N(c2ccc(C)c(C)c2)C1 (stereo not drawn)
43. Cc1nn(CC(=O)Nc2ccc(N3CCOCC3)cc2)c(C)c1[N+](=O)[O-]
44. Cc1nn2c(-c3ccc(F)cc3)ccnc2c1Cl
45. CCn1c(SCC(=O)OC(C)C)nnc1-c1cccc(Cl)c1
46. Cn1cnnc1Sc1nc2c(c(=O)n(C)c(=O)n2C)n1Cc1ccccc1Cl
screen / no.	41	42	43	44	45	46
TAAR1 antag	-8	-3	4	-16	-15	3
CHO-K1 Ca ag	2.6	-0.1	1.1	0.6	0.3	-0.1
CHO-K1 Ca antag	0	7	-11	7	-11	-8
CHO-K1 Ca PAM	8	15	20	-4	3	11
CHRM1 PAM	8	1	19	3	0	6
TAAR1 ag	0	4	1	2	5	6
CHO parental Ca	-18	-11	-5	-9	1	5
M1 ag	6	-5	-1	-6	-7	-2
M1 antag	-5	-3	-24	2	-4	-7
